HT1080 IDH1KD tx = HT-1080 IDH1 knockdown cell toxicity (counter line) | Potency, µM (titrated, usually from 46.1 µM), for the others: at the top dose activity, negative = toxicity, actives largely listed as cytotoxic | AID 686971 | HT-1080 IDH1 knockdown viability, ATP luminescence, 48 h | 360,000 tested, 2% active;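 also: potency is read from the fitted curve at half-maximal effect; 0% = DMSO wells and -100% = cell-free medium wells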
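Knockdown cells (IDH1KD HT-1080) received compounds 2 h after plating at 750 cells/well and were kept 48 h at 37 °C in 5% FBS RPMI. A CellTiter-Glo luminescence read gave % activity for curve fitting.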
KB-3-1 cytotox = KB-3-1 parental cell cytotoxicity; KB-3-1 viability, CellTiter-Glo ATP luminescence, 72 h; 400,000 tested, 1.4% active; Potency, µM (series often up to 46.1 µM), for inactives: at the top dose activity change, negative = cytotoxic, actives largely listed as cytotoxic; AID 1347075; also: potency is read from the fitted curve at half-maximal effect; % is scaled to controls: 0 for no effect and ±100 for the full control effect; nearly all actives have a fitted effect of over 60% in size
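Multi-concentration cytotoxicity screen in KB-3-1 cells grown in DMEM lacking phenol red with 10% FBS. After 72 h at 37 °C with compound, ATP-dependent luminescence was recorded.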
WRN helicase inh = blocks human WRN helicase; 360,000 tested, 0.46% active; AID 651768; Potency, µM (doses to about 114 µM), for inactives: at the highest dose activity change, negative = inhibition, hits mostly inhibitors; WRN helicase unwinding, fluorescent forked duplex, kinetic; Q14191; also: potency is read from the fitted curve at half-maximal effect; % is scaled to controls: 0 for no effect and ±100 for the full control effect; nearly all actives have a fitted effect of over 55% in size
Target sequence (Q14191 whole entry, looked up): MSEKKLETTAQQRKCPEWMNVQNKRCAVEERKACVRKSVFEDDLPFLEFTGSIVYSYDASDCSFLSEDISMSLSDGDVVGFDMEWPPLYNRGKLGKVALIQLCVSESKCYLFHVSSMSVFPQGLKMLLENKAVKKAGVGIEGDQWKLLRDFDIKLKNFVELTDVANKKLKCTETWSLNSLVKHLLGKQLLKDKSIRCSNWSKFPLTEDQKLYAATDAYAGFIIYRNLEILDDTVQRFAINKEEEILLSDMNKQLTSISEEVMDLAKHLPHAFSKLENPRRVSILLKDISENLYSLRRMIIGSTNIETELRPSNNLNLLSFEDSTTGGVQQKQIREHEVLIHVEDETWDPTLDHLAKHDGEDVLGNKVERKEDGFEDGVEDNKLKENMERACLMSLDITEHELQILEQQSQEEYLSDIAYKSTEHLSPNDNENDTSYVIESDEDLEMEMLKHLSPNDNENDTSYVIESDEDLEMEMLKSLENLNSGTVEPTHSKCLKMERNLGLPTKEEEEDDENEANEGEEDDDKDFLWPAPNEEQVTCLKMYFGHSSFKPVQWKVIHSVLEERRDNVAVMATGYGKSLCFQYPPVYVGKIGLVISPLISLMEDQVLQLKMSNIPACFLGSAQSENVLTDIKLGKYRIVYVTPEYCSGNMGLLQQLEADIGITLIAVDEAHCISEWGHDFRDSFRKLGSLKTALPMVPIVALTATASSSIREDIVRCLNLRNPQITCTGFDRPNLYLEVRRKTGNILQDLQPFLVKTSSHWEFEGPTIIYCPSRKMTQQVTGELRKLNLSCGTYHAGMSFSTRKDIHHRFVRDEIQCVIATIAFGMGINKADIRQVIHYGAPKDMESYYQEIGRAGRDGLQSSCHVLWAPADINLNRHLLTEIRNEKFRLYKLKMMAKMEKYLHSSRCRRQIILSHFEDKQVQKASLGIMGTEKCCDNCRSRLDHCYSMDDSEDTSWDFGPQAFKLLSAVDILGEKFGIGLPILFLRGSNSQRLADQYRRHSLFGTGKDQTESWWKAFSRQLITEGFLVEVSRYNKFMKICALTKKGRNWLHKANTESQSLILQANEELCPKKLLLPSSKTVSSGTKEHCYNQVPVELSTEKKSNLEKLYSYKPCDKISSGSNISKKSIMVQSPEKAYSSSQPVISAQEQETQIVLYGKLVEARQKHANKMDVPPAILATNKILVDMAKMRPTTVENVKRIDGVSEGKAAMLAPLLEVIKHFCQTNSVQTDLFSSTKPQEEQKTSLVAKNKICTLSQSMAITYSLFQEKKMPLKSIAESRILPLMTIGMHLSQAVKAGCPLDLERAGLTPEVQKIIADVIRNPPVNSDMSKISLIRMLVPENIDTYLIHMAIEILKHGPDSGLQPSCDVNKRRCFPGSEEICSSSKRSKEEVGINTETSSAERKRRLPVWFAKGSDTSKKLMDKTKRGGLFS
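Primary qHTS, 1536-well format. 20 nM WRN + compound, 15 min RT; start with 100 nM forked fluorophore/quencher duplex, 2 mM ATP (final); kinetic read ex 525/em 598 nm.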
MCF10A rereplic = DNA re-replication induction in MCF 10a cells. Potency, µM (top dose mostly 46.1 µM), for the others: top-dose activity, positive = re-replication, hits mostly activators. MCF 10A DNA re-replication, Hoechst nuclear intensity, 48 h. 350,000 tested, 2.9% active; also: potency is read from the fitted curve at half-maximal effect; % of control where 0% means no effect; nearly all actives have a fitted effect of over 50% in size
IL-1B inflam inh = blocks inflammasome-driven IL-1 beta release | THP-1 LPS/ATP IL-1B secretion, AlphaLISA, 16 h; active compounds read low | activity change, % at 57.5 µM | 360,000 tested, 4.7% active | AID 743279; in the data active = activity change below about -50%; inconclusive = mostly about -30% to -49%; also: % is scaled to controls: 0 for no effect and ±100 for the full control effect
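THP-1 cells pretreated 1 hr with compounds (up to 57.5 uM final), then stimulated with LPS (250 ng/mL final) plus ATP (1.25 mM final); secreted IL-1B measured by AlphaLISA after 16 hr, decreased signal indicating inhibition.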
HT1080NT lethal = kills 2HG-producing HT-1080-NT fibrosarcoma cells; HT-1080-NT fibrosarcoma viability, CellTiter-Glo ATP luminescence, 48 h; Potency, µM (top dose mostly 46.1 µM), for inactives: at the top dose activity, negative = less viability, usual class: cytotoxic; 360,000 tested, 1.6% active;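 also: NT is the 2HG producing partner of a matched IDH1 knockdown line; potency is read from the fitted curve at half-maximal effect; 0% = DMSO-treated cells and -100% = media-only wells without cells; nearly all actives have a fitted effect of over 55% in size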
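HT-1080-NT fibrosarcoma cells (2HG-overproducing), 750 cells/well in RPMI with 5% FBS, dosed after 2 h and incubated 48 h at 37C. CellTiter-Glo luminescence normalized to DMSO and no-cell wells; concentration-response curves fitted and classed.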
KB-V1 cytotox = KB-V1 MDR subline cytotoxicity | KB-V1 MDR cells viability, CellTiter-Glo, 72 h | Potency, µM (highest dose often 46.1 µM), inactives show at the highest dose activity change, negative = cytotoxicity, most hits filed as cytotoxic | 400,000 tested, 3.4% active; also: potency is read from the fitted curve at half-maximal effect; % is scaled to controls: 0 for no effect and ±100 for the full control effect; nearly all actives have a fitted effect of over 60% in size
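KB-V1, DMEM (no phenol red) + 10% FBS; cpd pin-transferred, titration series; 72 h, 37 degrees C; CellTiter-Glo, luminescence. Data normalized, curve-fit.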
SW480 rerep = DNA re-replication induction in SW480 cells | SW480 DNA re-replication, Hoechst DNA content imaging, 48 h | AID 624297 | Potency, µM (top dose mostly 46.1 µM), without a hit: top-dose re-replication activation, usual class: activators | 340,000 tested, 1.8% active; also: potency is read from the fitted curve at half-maximal effect; % of control where 0% means no effect; nearly all actives have a fitted effect of over 55% in size
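Treated cells incubate 48 hr (37 C, 5% CO2), are stained 40 min with Hoechst, and nuclear fluorescence is enumerated; a rise in nuclei with high DNA signal marks re-replication.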
ATXN2 expr inh = reduces ATXN2 reporter expression in HEK-293 cells; 360,000 tested, 0.72% active; HEK-293 ATXN2-luciferase reporter, luminescence, 24 h; Potency, µM (top dose mostly 57 µM), inactives show at the highest dose activity change, negative = inhibition, actives largely listed as inhibitors; also: potency is read from the fitted curve at half-maximal effect; % is scaled to controls: 0 for no effect and ±100 for the full control effect; nearly all actives have a fitted effect of over 55% in size
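ATXN2-luciferase reporter cells (luciferase flanked by upstream and downstream ATXN2 gene portions) were treated 24 h at 37 °C with compounds at up to 57 uM. SteadyGlo luminescence gave expression; GF-AFC fluorescence gave viability.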
Numbers without * were called inactive; i = inactive; ? = inconclusive; . = not tested or not shown; & = joins results of further samples; [ ] = another dose, or the depositor's remark. Unless noted, calls follow the shape of the dose curve; as a rule, active = well fitted curve in the direction sought with a large enough effect; inconclusive = small, poorly fitted or top-dose-only effect, or another doubt; inactive = no such curve, though single readings can be large; an effect the other way counts as inactive or inconclusive. An unsorted share of the library. About 12% of those tested had a hit in this group.

The first 4 compounds, to show the layout:
No. | structure | HT1080 IDH1KD tx | KB-3-1 cytotox | WRN helicase inh | MCF10A rereplic | IL-1B inflam inh
1 | Cc1ccc(OS(=O)(=O)c2c(C)nn(C)c2Cl)c(C)c1 | -3% | 8% | 7% | 0% | -10
2 | Cc1ccc(NS(=O)(=O)c2cccc3cccnc23)cc1Cl | 6% | -17% | -4% | -4% | 39
3 | COc1ccc(CNC(=O)C(C)N=C2NS(=O)(=O)c3ccccc32)cc1OC (stereo not given) | -2% | -2% | 10% | 3% | -16
4 | Cc1ccc(C)c(NC(=O)COC(=O)CCCN=C2NS(=O)(=O)c3ccccc32)c1 | 18% | 11% | 2% | 2% | 19

No. | HT1080NT lethal | KB-V1 cytotox | SW480 rerep | ATXN2 expr inh
1 | 9% | 0% | 8% | -7%
2 | 8% | 2% | 2% | .
3 | 1% | -4% | 4% | -11%
4 | 19% | 0% | 0% | 1%

All compounds of this part, repeating the preview:
No. | structure | HT1080 IDH1KD tx | KB-3-1 cytotox | WRN helicase inh | MCF10A rereplic | IL-1B inflam inh
1 | Cc1ccc(OS(=O)(=O)c2c(C)nn(C)c2Cl)c(C)c1 | -3% | 8% | 7% | 0% | -10
2 | Cc1ccc(NS(=O)(=O)c2cccc3cccnc23)cc1Cl | 6% | -17% | -4% | -4% | 39
3 | COc1ccc(CNC(=O)C(C)N=C2NS(=O)(=O)c3ccccc32)cc1OC (stereo not given) | -2% | -2% | 10% | 3% | -16
4 | Cc1ccc(C)c(NC(=O)COC(=O)CCCN=C2NS(=O)(=O)c3ccccc32)c1 | 18% | 11% | 2% | 2% | 19
5 | CC(=O)c1ccc(N2CCN(C(=O)c3cc(-c4ccncc4)nc4ccc(Br)cc34)CC2)cc1 | -1% | ? | 6% | 0% | i
6 | Oc1ccc(/C=N/N2CCN(Cc3ccccc3)CC2)cc1 | 2% | -2% | 3% | -1% | 16
7 | COc1cc(OC)cc(C(=O)NNC(=S)NC2CC2)c1 | 10% | 8% | 9% | 0% | -1
8 | Cc1ccc(C(C)C)c(OCCN)c1 | 2% | -17% | -7% | ? | -11
9 | CCOC(=O)c1ccc(NC(=O)CCNS(=O)(=O)c2ccc3c(c2)oc(=O)n3C)cc1 | 19% | 1% | -9% | 1% | 27
10 | Cc1ccc(NC(=O)CN(C)C(=O)c2ccccc2Sc2ccccc2C#N)cc1 | -10% | -7% | -1% | 17% | -20

No. | HT1080NT lethal | KB-V1 cytotox | SW480 rerep | ATXN2 expr inh
1 | 9% | 0% | 8% | -7%
2 | 8% | 2% | 2% | .
3 | 1% | -4% | 4% | -11%
4 | 19% | 0% | 0% | 1%
5 | -1% | -20% | -5% | 11%
6 | 0% | 10% | -10% | .
7 | 10% | -8% | -1% | 6%
8 | -7% | -16% | -1% | -10%
9 | 11% | 1% | -5% | 15%
10 | -2% | 0% | ? | 2%

Next section:
No. | structure | HT1080 IDH1KD tx | KB-3-1 cytotox | WRN helicase inh | MCF10A rereplic | IL-1B inflam inh
11 | N#CC(NC(=O)OCc1ccccc1)c1ccccc1 (stereo not given) | 9% | 8% | -5% | -2% | -21
12 | O=C(Cn1cc(/C=N/NC(=O)c2cccc(C(F)(F)F)c2)c2ccccc21)Nc1ccc(F)cc1 | 2% | -3% | -2% | 21µM* | 48
13 | CCN(CC)CCNc1nc2cc(OC)c(OC)cc2c2nc(-c3ccccc3)nn12 | -4% | 16µM* | -26%[57.1 µM] | 19% | .
14 | CN1CCN(c2ccc(CNS(=O)(=O)c3ccc(F)cc3Cl)cc2)CC1 | -3% | 0% | -2% | 10% | -2
15 | CCOc1cc2[nH]c(=O)n(CCc3ccc(OC)c(OC)c3)c(=O)c2cc1OCC | 2% | 17% | 0% | 2% | 0
16 | ClCC1CN(Cc2ccccc2Cl)CCO1 (stereo not given) | 13% | -3% | -2% | ? | 1
17 | NC(=O)C12C(=O)NC(=O)C1(C(=O)O)C21CCCC1 (stereo not given) | 12% | 16% | 8% | -2% | -9
18 | COC(=O)c1ccc(C(=O)OC)c(NC(=O)CN(c2ccccc2)S(=O)(=O)N(C)C)c1 | 8% | 25%&11% | 0% | -22% | 22
19 | COc1ccc(Nc2ncnc3scc(-c4ccc(OC)cc4)c23)cc1 | ? | 4.1µM* | -18% | 5.2µM* | 0
20 | O=C(NCCSc1ccccc1)c1cccnc1 | 1% | 1% | -2% | ? | 2

No. | HT1080NT lethal | KB-V1 cytotox | SW480 rerep | ATXN2 expr inh
11 | -2% | -15% | -2% | 5%
12 | 16% | 0% | ? | -38%
13 | -7% | 9.2µM* | 18% | ?
14 | 1% | 12% | -4% | 1%
15 | -2% | -1% | 0% | 2%
16 | 8% | -6% | 0% | 0%
17 | 16% | 7% | -6% | 4%
18 | -2% | 0%&-39% | ? | 2%&-9%
19 | ? | 3.3µM* | 15µM* | -27%
20 | 7% | -10% | -2% | 52%[activator]

Additional compounds
No. | structure | HT1080 IDH1KD tx | KB-3-1 cytotox | WRN helicase inh | MCF10A rereplic | IL-1B inflam inh
21 | O=C(c1cccc(Cl)c1)c1nn(-c2ccccc2)c(=O)cc1C(F)(F)F | ? | ? | -14% | -6% | -102*
22 | COc1ccc(N2CCN(C(=O)CCC(=O)N3CC(C)Oc4ccc(C)cc43)CC2)cc1 (stereo not given) | -13% | -6% | 4% | 1% | -26
23 | COC(=O)c1cn(NC(=O)CC2CCCCC2)c(=O)c2ccccc12 | 3% | 3% | -8% | 10% | 16
24 | N#CCCSC(=S)C1CCCC1=N (stereo not given) | 1% | 0% | -1% | . | -10
25 | Brc1ccc2ncc3ccccc3c2c1 | 3% | 10% | -2% | 3% | -15
26 | COc1ccc(CCNC(=O)CCn2c(SCC#N)nc3ccccc3c2=O)cc1OC | -2% | -11% | -2% | 3% | 8
27 | NC(=O)CSc1nnc(-c2cnccn2)n1Cc1ccco1 | 1% | -2% | -5% | 2% | -13
28 | O=C(CSc1nc(Nc2ccccc2)nc(N2CCOCC2)n1)Nc1ccc([N+](=O)[O-])cc1 | 7% | ? | -14% | ? | ?
29 | COc1ccc(Cl)cc1N(C(C)C(=O)O)S(C)(=O)=O (stereo not given) | 13% | 4% | 6% | -17% | 2
30 | CCOc1ccc(S(=O)(=O)NCc2ccccc2OC)cc1 | -1% | 3% | -10% | -14% | 12

No. | HT1080NT lethal | KB-V1 cytotox | SW480 rerep | ATXN2 expr inh
21 | ? | 23µM* | -5% | 25µM*
22 | -3% | -6% | -5% | -14%
23 | 12% | -13% | -22% | -7%
24 | 6% | -1% | . | .
25 | 10% | -3% | 7% | 10%
26 | -2% | -16% | -15% | .
27 | 18% | -5% | ? | ?
28 | 8% | ? | 5% | -27%
29 | ? | -24% | -16% | 3%
30 | -15% | -25% | -6% | -2%

Continuation:
No. | structure | HT1080 IDH1KD tx | KB-3-1 cytotox | WRN helicase inh | MCF10A rereplic | IL-1B inflam inh
31 | COc1ccc(/C(C)=N\Nc2nc(-c3ccc(Cl)cc3)cc(C(F)(F)F)n2)cc1OC | 0% | 1% | 0% | 2% | 15
32 | CCOc1ccc(C(F)(F)F)cc1NC(=O)c1ccc(OC)c([N+](=O)[O-])c1 | 28% | 12% | -6% | -15% | -3
33 | CN(Cc1nc2ccccc2c(=O)[nH]1)C(=O)c1cc(-c2ccc(Br)cc2)nc2ccccc12 | -27% | -8% | -6% | ? | -11
34 | CCCCN(C=O)c1c(CC)nc2ccc(C(=O)N(CC)CCN(C)C)cn12 | 21% | 0% | 5% | . | 24
35 | CCOc1ccc(CN2CCNC(=O)C2CC(=O)NCCCn2ccnc2)cc1 (stereo not given) | 4% | 19% | 5% | 8% | 31
36 | CCN(CC(=O)Nc1cccc(OC)c1)C(=O)c1cccc(S(=O)(=O)N2CCc3ccccc32)c1 | 2% | ? | -9% | 16% | -13
37 | COc1ccc(-n2cnnc2SCC(=O)N(C)C2CCS(=O)(=O)C2)cc1 (stereo not given) | 1% | 17% | 0% | -1% | -15
38 | CC1=C(CC(=O)O)c2cc(F)ccc2/C1=C\c1ccc(S(C)=O)cc1 (stereo not given) | -2% | 0% | 6% | -7%&0% | 13
39 | COc1cccc2sc(=NC(=O)CCS(=O)(=O)c3ccc(C)cc3)n(C)c12 | 2% | -3% | 41%[activator] | 3% | -8
40 | O=C(Nc1ccc(OC(F)(F)F)cc1)c1cccc(-n2cnnn2)c1 | -1% | -8% | 1% | 4% | -8
41 | CN(c1ccccc1C(=O)NCC1CCCO1)S(C)(=O)=O (stereo not given) | 21% | 6% | -5% | -2% | -2

No. | HT1080NT lethal | KB-V1 cytotox | SW480 rerep | ATXN2 expr inh
31 | 0% | 0% | -6% | ?
32 | 6% | 7% | -14% | -5%
33 | -15% | 15µM* | 21% | -14%
34 | ? | 3% | . | 6%
35 | 1% | ? | 2% | 4%
36 | 0% | 18µM* | 1% | 3%
37 | 4% | 5% | -2% | 6%
38 | 10% | 2% | ? | -3%&2%
39 | 1% | -4% | 1% | -1%
40 | -6% | 0% | 23% | -4%
41 | 22% | 5% | -5% | 3%

Laid out differently: entries from further up
The line under a structure holds: HT1080 IDH1KD tx, KB-3-1 cytotox, WRN helicase inh, MCF10A rereplic, IL-1B inflam inh, HT1080NT lethal, KB-V1 cytotox, SW480 rerep, ATXN2 expr inh
32. CCOc1ccc(C(F)(F)F)cc1NC(=O)c1ccc(OC)c([N+](=O)[O-])c1
→ 28%, 12%, -6%, -15%, -3, 6%, 7%, -14%, -5%
37. COc1ccc(-n2cnnc2SCC(=O)N(C)C2CCS(=O)(=O)C2)cc1 (stereo not given)
→ 1%, 17%, 0%, -1%, -15, 4%, 5%, -2%, 6%

High-throughput results as filed in PubChem.
